RBX1-CUL1 inh = blocks human RBX1-Cullin-1 di-ubiquitin formation; inhibition, % at 10 µM; P62877+Q13616; in vitro K48 di-Ub FRET, acceptor:donor ratio, 45 min; AID 1347404; 0.6% of 140,000 active; in the data active = inhibition above about 25%
Target sequence (P62877 whole entry, looked up): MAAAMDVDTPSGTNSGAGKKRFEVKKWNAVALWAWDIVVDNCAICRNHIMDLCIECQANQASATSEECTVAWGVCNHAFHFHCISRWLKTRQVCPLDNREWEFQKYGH
Target sequence (Q13616 whole entry, looked up): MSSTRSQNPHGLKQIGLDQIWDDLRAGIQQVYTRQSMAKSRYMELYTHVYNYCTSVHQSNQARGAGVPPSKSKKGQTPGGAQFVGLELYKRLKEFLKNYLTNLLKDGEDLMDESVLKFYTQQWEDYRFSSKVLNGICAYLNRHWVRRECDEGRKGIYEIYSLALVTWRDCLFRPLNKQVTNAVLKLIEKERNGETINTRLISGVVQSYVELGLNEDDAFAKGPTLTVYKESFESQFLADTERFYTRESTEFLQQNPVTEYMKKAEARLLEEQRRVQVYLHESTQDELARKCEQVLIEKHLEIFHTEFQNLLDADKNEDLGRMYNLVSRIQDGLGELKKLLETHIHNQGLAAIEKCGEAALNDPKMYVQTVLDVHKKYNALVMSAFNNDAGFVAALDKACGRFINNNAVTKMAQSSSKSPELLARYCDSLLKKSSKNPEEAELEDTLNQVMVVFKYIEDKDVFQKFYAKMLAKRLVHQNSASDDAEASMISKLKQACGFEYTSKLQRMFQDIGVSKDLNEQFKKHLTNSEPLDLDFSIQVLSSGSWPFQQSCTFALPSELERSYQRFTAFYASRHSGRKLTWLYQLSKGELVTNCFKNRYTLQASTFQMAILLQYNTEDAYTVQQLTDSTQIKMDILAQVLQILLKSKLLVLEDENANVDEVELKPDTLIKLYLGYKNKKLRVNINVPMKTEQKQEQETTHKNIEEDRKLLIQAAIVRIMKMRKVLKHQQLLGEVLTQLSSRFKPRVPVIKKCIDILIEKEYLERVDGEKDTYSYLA
* hit, by the source's call; & = joins results of further samples. Not all compounds are listed; count on the stated rates, not on these rows.

SMILES	RBX1-CUL1 inh
Cc1ccc(NC(=O)CN2C(=O)S/C(=C\c3cccn3-c3cccc(C(=O)O)c3)C2=O)cc1C	48.1*
CCOc1ccc(NC(=O)C2CC(O)CN2C(=O)OCC(C)C)cc1 (stereo unspecified)	-8.4
O[C@H]1CN(Cc2cccc(-n3cccn3)c2)C[C@@H]1N1CCN(c2ccccn2)CC1	5.6
O=C(c1ccc2c(c1)N(Cc1ccccc1F)C(=O)c1ccccc1S2(=O)=O)N1CCC(Cc2ccccc2)CC1	-8.5
CCCN1C(=O)/C(=C/c2nc3ccccc3c(=O)n2Cc2ccccc2)c2ccccc21	-2.0
O=C(O)c1ccccc1CSc1ccc(Cl)s1	3.4
FC(F)(F)c1ccc2c(c1)ncc1c(-c3ccccc3)nn(-c3ccccc3)c12	-2.6
COc1ccccc1C(=O)NC1(C(F)(F)F)NC(=O)N(CCc2ccccc2)C1=O (stereo unspecified)	-3.9
CC(C)(O)c1cc2ccc1CCc1ccc(cc1Br)CC2	8.5
CN(CC(=O)NCc1ccc(Cl)cc1)S(=O)(=O)c1ccc2c(c1)c(=O)n(C)c(=O)n2C	-1.7
O=C(Nc1ccc(S(=O)(=O)N2CCC(c3nc4ccccc4s3)CC2)cc1)c1ccccc1	-8.8
CCN(CC)Cc1c(O)ccc2oc(C)c(C(=O)c3ccc(OC)cc3)c12	1.9
COc1cccc(NC(=O)CN2C(=O)COc3ccc(S(=O)(=O)N4CCOCC4)cc32)c1	2.0
C/C(=N\NC(N)=O)c1nnn(-c2nonc2N)c1C	2.0
COc1ccc(C(=O)NC(=S)Nc2cccc(Cl)c2C)cc1[N+](=O)[O-]	2.0
COc1cc2c(C(=O)O)c(C)n(-c3cccc(C)c3)c2c2ccccc12	2.3
CCCC(CCC)C(=O)Nc1cccc(-c2nc3cccnc3s2)c1	-12.7
CCOC(=O)c1cccc(N=CC2C(=O)N(CC)C(=O)N(CC)C2=O)c1	-1.1
CCC(=O)c1cc2c(cc1NC(=O)c1ccccc1F)OCCO2	9.5
Cc1ccc(Cl)cc1NCc1nnc2n1CCCCC2	-4.2
O=C(CSC(C(=O)c1ccccc1)c1ccccc1)Nc1ccccc1 (stereo unspecified)	-8.7
COc1ccc(OC)c(/C=C2/SC(=S)N(C)C2=O)c1	-4.5
CN(C)c1nc(Cl)nc(N(C#N)CN2C(=O)c3ccccc3C2=O)n1	6.0
O=C(O)Cc1nc(-c2ccncc2)n[nH]1	7.1

Some of the entries so far, as labelled records:
C/C(=N\NC(N)=O)c1nnn(-c2nonc2N)c1C
  RBX1-CUL1 inh = 2.0

COc1ccc(C(=O)NC(=S)Nc2cccc(Cl)c2C)cc1[N+](=O)[O-]
  RBX1-CUL1 inh = 2.0

COc1cc2c(C(=O)O)c(C)n(-c3cccc(C)c3)c2c2ccccc12
  RBX1-CUL1 inh = 2.3

CCCC(CCC)C(=O)Nc1cccc(-c2nc3cccnc3s2)c1
  RBX1-CUL1 inh = -12.7

(listing goes on)
SMILES	RBX1-CUL1 inh
COc1ccc(CNC(=O)c2ccc3nc(CCc4ccccc4)oc3c2)cc1OC	-2.0
CC(C)/C=N/NC(=O)c1ccc(OC(F)(F)C(F)F)cc1	-5.7
CC1(C)Nc2ccccc2-c2c1ssc2=Nc1ccc(S(N)(=O)=O)cc1	-2.7
COc1ccc(-n2c(SCC(=O)N3CCc4ccccc43)nc3c([nH]c4ccccc43)c2=O)cc1	-7.7
COC(CN=C(N)Nc1nc(C)cc(C)n1)OC	17.3
CC(=O)Nc1cc(C(=O)OCC(=O)c2ccc(F)cc2)ccc1C	-4.0
Cc1cn(-c2nc(-c3ccccc3)sc2-c2ccccc2)c(=O)[nH]c1=S	7.2
CN(C)C=NC(=O)c1cc2c(n(-c3ccccc3)c1=O)CC(C)(C)CC2=O	-7.5
CN1C(=O)N(C)C2(Nc3ccccc3N(C)C2=O)C1=O (stereo unspecified)	7.5
CCOC(=O)c1ccc(N2C(=O)c3[nH]nc(-c4ccccc4)c3C2c2ccc(CC)cc2)cc1 (stereo unspecified)	-2.2
CC(=O)N1CCN(c2nc(OC(C(F)(F)F)C(F)(F)F)nc(N(c3ccccc3)c3ccccc3)n2)CC1	7.1
CC(=O)N1CCCc2ccc(NS(=O)(=O)c3ccc(F)cc3F)cc21	11.2
O=C(NCC(c1ccc2c(c1)OCO2)N1CCOCC1)C(=O)Nc1ccccc1 (stereo unspecified)	-8.3
O=C(O)CSc1ncccc1Nc1ncccn1	-2.0
Cc1cccc(-c2cc(C(=O)N3CCC(C)CC3)c3cc(Br)ccc3n2)c1	-13.2
OC1(C(F)(F)F)CC(c2cccs2)=NN1 (stereo unspecified)	6.7
O=C(c1ccccc1)c1cc[n+]([O-])cc1	15.9
CCOC(=O)c1c(-c2ccc(-c3ccccc3)cc2)csc1NC(=O)C1CCCO1 (stereo unspecified)	6.4
CC(=O)c1nn(-c2ccccc2)cc1C(=O)c1ccc(C)cc1	-6.4
CCS(=O)(=O)Nc1ccc2oc(C)c(C(=O)OC(C)C)c2c1	4.5
CC(C)(C)c1ccc(CCC(N)=O)cc1	5.1
CC(C)(C)c1ccc(C(O)(CS(C)(=O)=O)C2CC2)cc1 (stereo unspecified)	2.7
COc1cccc(CNC(=O)C(=O)NCC(c2ccc3c(c2)OCO3)N2CCOCC2)c1 (stereo unspecified)	-0.9
Cc1ccc(S(=O)(=O)n2nc(-c3ccc(Cl)cc3)nc2NCc2ccc(F)cc2)cc1	-3.1

Records listed above printed as active in RBX1-CUL1 inh.
SMILES	RBX1-CUL1 inh
Cc1ccc(NC(=O)CN2C(=O)S/C(=C\c3cccn3-c3cccc(C(=O)O)c3)C2=O)cc1C	48.1*

Returning to the listing, starting three compounds before the break.
SMILES	RBX1-CUL1 inh
CC(C)(C)c1ccc(C(O)(CS(C)(=O)=O)C2CC2)cc1 (stereo unspecified)	2.7
COc1cccc(CNC(=O)C(=O)NCC(c2ccc3c(c2)OCO3)N2CCOCC2)c1 (stereo unspecified)	-0.9
Cc1ccc(S(=O)(=O)n2nc(-c3ccc(Cl)cc3)nc2NCc2ccc(F)cc2)cc1	-3.1
Cc1ccc(C(=O)Nc2cccc([N+](=O)[O-])c2)cc1[N+](=O)[O-]	-11.4
Cn1cc(CCC(=O)NCc2cccnc2Oc2ccccc2)cn1	-3.5
CCOc1ccccc1NC(=S)NC(=O)c1ccccc1	11.6
COc1cccc(Nc2ccc([N+](=O)[O-])cn2)c1	2.0
COc1ccc(C2CC(=O)n3nc(-c4ccccc4)nc3S2)cc1 (stereo unspecified)	1.8
CC(C)CCSc1nc2sc3c(c2c(=O)n1-c1ccccc1)CCCCC3	-1.6
COc1ccccc1CCNCC1(O)CCCN(C)C1=O (stereo unspecified)	-2.0
COc1ccccc1-c1noc(-c2ccc(N3CCC(C)CC3)c([N+](=O)[O-])c2)n1	-3.4
CCN(CC)S(=O)(=O)c1cc(C(=O)Nc2ccc(C)cc2)cc(C)c1C	10.5
c1ccc2c(c1)ncc1nncn12	6.4
CSc1ccc(CN2CCCC(CCC(=O)N(C)C3CCN(C)CC3)C2)cc1 (stereo unspecified)	5.8
Cc1cc(=O)oc2cc(OC(C)C(=O)OC3CCCCC3)ccc12 (stereo unspecified)	11.9
O=C(NCCc1ccccc1)N1CCC(n2cc(CCCO)nn2)CC1	5.3
CCC1=NN2C(=N)/C(=C/c3ccc(OCc4cccc5ccccc45)c(OC)c3)C(=O)N=C2S1	3.9
N=C1OC2c3ccccc3CC1c1ccccc12 (stereo unspecified)	1.9
CN(Cc1cnn(C)c1)C(=O)CC(c1cccc(O)c1)c1cccc(Cl)c1 (stereo unspecified)	-6.7
Cc1ccccc1-c1noc(-c2ccc(N(C)CCc3cn[nH]c3)nc2)n1	6.5
Cc1ccc(S(=O)(=O)Nc2ccccc2C(N2CCN(C)CC2)N2CCN(C)CC2)cc1	-1.5
CCOC(=O)c1cnc(SC)nc1Oc1ccc2ccc(=O)oc2c1	15.4
CC(C)c1nc2ccc(C(=O)NCc3ccc(N(C)C)cc3)cc2o1	-0.1
CC(C)(C)SCCNC(=O)CN(c1ccc(Cl)cc1Cl)S(=O)(=O)c1ccccc1	-12.2
CC12c3ccccc3C(c3ccccc31)C1C(=O)N(c3ccc(Cl)c(C(F)(F)F)c3)C(=O)C12 (stereo unspecified)	6.3
COc1cc(S(=O)(=O)NCCc2c(C)[nH]c3ccc(C)cc23)ccc1Br	-6.6
O=C(NCc1ccccc1Br)c1ccc2c(c1)nc1n2CCOC1	6.9

A few values from the results shown.
For RBX1-CUL1 inh, FC(F)(F)c1ccc2c(c1)ncc1c(-c3ccccc3)nn(-c3ccccc3)c12 has the entry -2.6
For RBX1-CUL1 inh, CCC(=O)c1cc2c(cc1NC(=O)c1ccccc1F)OCCO2 has the entry 9.5
For RBX1-CUL1 inh, CCOC(=O)c1c(-c2ccc(-c3ccccc3)cc2)csc1NC(=O)C1CCCO1 (stereo unspecified) has the entry 6.4
For RBX1-CUL1 inh, O=C(O)Cc1nc(-c2ccncc2)n[nH]1 has the entry 7.1
For RBX1-CUL1 inh, CN1C(=O)N(C)C2(Nc3ccccc3N(C)C2=O)C1=O (stereo unspecified) has the entry 7.5
For RBX1-CUL1 inh, CCOC(=O)c1ccc(N2C(=O)c3[nH]nc(-c4ccccc4)c3C2c2ccc(CC)cc2)cc1 (stereo unspecified) has the entry -2.2

(next part)
SMILES	RBX1-CUL1 inh
Cc1ccc(C)c(S(=O)(=O)c2nnn3c2nc(Nc2ccc(C)c(C)c2)c2ccccc23)c1	-3.8
COc1cc(Br)c(Cc2nccc3cc(OC)c(OC)cc23)cc1OC	-0.8
COc1cc(Cl)c(NS(=O)(=O)c2ccc3c(c2)CC(C)N3C(=O)C2CCC2)c(OC)c1 (stereo unspecified)	4.5
Cc1cccc(CSc2nsc(N)n2)c1	15.1
CCCN1CCC(NC(=O)c2sc3cccc(F)c3c2Cl)CC1	0.4
O=C(NC1=NN(c2c(Cl)cc(Cl)cc2Cl)C(=O)/C1=C/c1ccc(O)cc1)c1cccc([N+](=O)[O-])c1	59.6*
CCOC(=O)c1ccc(NC(=O)CSc2c(C(C)C)cnc3c2c(=O)n(C)c(=O)n3C)cc1	2.1
COc1cc(C(=O)NC2CCCCC2)ccc1OC1CCN(C(C)=O)CC1	-7.0
CCOc1ccc2ccccc2c1CC1=NC(=O)N(c2ccccc2)C1=O	-1.1
COc1cc(-c2ccc(C)s2)cc2c1OCCN(C(C)C)C2	-8.0
Nc1ccccc1C(=O)OCC(=O)N1CCCCC1	4.0
Oc1ccccc1-c1nc(/C=C/c2ccccc2Cl)nn1-c1ccccc1	-3.3
CC(=O)Nc1ccc(Oc2cc([N+](=O)[O-])cc3c2C(=O)Nc2ccccc2O3)cc1	10.4
CC1CCCN(c2c(S(=O)(=O)c3ccccc3)cnc3ccc(Cl)cc23)C1 (stereo unspecified)	6.7
C=CCN(CC=C)C(=O)C1CCN(C2CCN(Cc3cccc(C)n3)CC2)CC1	0.5
COc1cc(SC)ccc1C(=O)Nc1cc(C(C)C)c(O)cc1C	-0.5
O=C(c1ccc2ncsc2c1)N1CCC(Cn2cc(CO)nn2)CC1	12.8
COc1cc2c(c(OC)c1)C(c1cccc(F)c1F)CC(=O)N2 (stereo unspecified)	-1.0&2.0
CCCc1ccc(-c2cc(C(=O)N/N=C/c3cccnc3)c3ccccc3n2)cc1	2.5
CCOc1ccc(S(=O)(=O)N(CC(=O)Nc2ccc3c(c2)OCO3)c2ccccc2)cc1	2.1
CCOc1ccc(NC(=O)C2CC(=O)N(c3ccc(C(C)C)cc3)C2)cc1 (stereo unspecified)	-0.2
CC(C)c1ccc(Cn2c(COc3ccccc3)nc3ccccc32)cc1	8.9
CCS(=O)(=O)c1nc(S(=O)(=O)c2ccc(C)cc2)c(NCCCOC)s1	-3.8
Cc1ccc(C)c(NC(=O)CN2CCN(C3CCCCC3)C(=O)C2=O)c1	-8.1
O=[N+]([O-])c1ccc(Nc2ccc(Cl)c(Cl)c2)c([N+](=O)[O-])c1	-0.4
Nc1cc(Cl)cc(Cl)c1[N+](=O)[O-]	-6.7
CCc1nc(N2CCOCC2)c2oc3ccccc3c2n1	-7.5
CCc1ccc(OCc2nc(-c3ccc(-n4cccc4)cc3)no2)cc1	-11.4
COc1cc(C(=O)O)ccc1OC(=O)c1ccccc1OC(C)=O	2.8
O=C(NC(Cc1ccccc1)C(=O)NC1CC1)OCc1ccccc1 (stereo unspecified)	2.3
CC(=O)Nc1cnc2ncnn2c1NC(C)=O	3.9
O=C(O)c1ccoc1CCc1cccs1	2.3
Cc1cc(N2CCN(C(=O)Cn3nnnc3CN(C)C(C)C)CC2)cc(C)n1	6.8
Clc1ccc(OCCN2CCCCC2)c(Cl)c1	-1.9
CC(C)(C)CC(=O)Nc1ccc(S(=O)(=O)N2CCCC2)cc1	14.4
Cc1cccc(-c2nnn3c2nc(NCCc2ccc(S(N)(=O)=O)cc2)c2cc(Cl)ccc23)c1	-0.6
CCOC(=O)c1ccc(CNC(=O)C2CCCN2c2nc(C)c3ccc(S(C)(=O)=O)cc3n2)o1 (stereo unspecified)	-4.1
CCOc1ccccc1NC(=O)C1CCN(S(=O)(=O)c2cc(Br)cc3c2N(C(C)=O)CC3)CC1	-4.0
CC1CCc2c(sc3nc(-c4ccco4)oc(=O)c23)C1 (stereo unspecified)	1.6
Cc1cccc(N2CCN(C(=O)CCNS(=O)(=O)c3ccc4c(c3)CCN4C(=O)C3CC3)CC2)c1C	6.2
CCn1c(=O)c2cc(C(=O)N(CC(C)C)CC(C)C)sc2c2ccccc21	-15.8
Cc1ccc2nc(-c3ccc(NC(=O)C4CCC(=O)N4C(=O)OCc4ccccc4)cc3)sc2c1 (stereo unspecified)	-7.9
CN(C)CCCn1c(=O)c2ccsc2c2ccccc21	-13.4
CCc1ccc(C(=O)COC(=O)c2ccc(Cl)cc2Cl)cc1	0.7
Cc1c(C(=O)NCc2ccccc2Cl)sc2nc[nH]c(=O)c12	0.0
NC(=O)CSc1nc(-c2ccccc2)nc2ccccc12	-6.8
CCSc1nc(-c2ccc(C)cc2)nc2c1COC(C)(C)C2	-1.9
COC(=O)c1cc2c3cc(C(=O)OC)sc3n(Cc3ccc(OC)cc3)c2s1	0.7
CCN(CC)c1ccc(/C=N/n2c(C)cc(C)cc2=O)cc1	2.6
Cc1ccc(C(=O)c2c(N)c(C(=O)Nc3ccccc3Cl)c3ccccn23)cc1	-15.7
Nc1nc(Cc2ccccc2)c(Br)c(=O)[nH]1	5.4
CC(C)N1C(=O)C(C=Nc2ccc(S(N)(=O)=O)cc2)C(=O)N(Cc2ccco2)C1=O (stereo unspecified)	3.8
CCN1CCN(C2(C(=O)NCc3ccccc3C)Cc3ccccc3C2)CC1	7.6

Screens from PubChem.
